# Screening results as filed in PubChem.
# SENP6 block – SENP6 protease inhibition; Recombinant SENP6 catalytic domain, aminoluciferin luminescence; inhibition, % at 10 µM; actives 1.8% (n = 330,000);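 active = inhibition above about 50% at the single tested dose, limit read from the data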;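 note: plate controls were DMSO wells with enzyme for no effect and DMSO wells lacking enzyme for full effect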
# PfG6PD inh – PfG6PD (Plasmodium falciparum) enzyme inhibition; inhibition, % at 20 µM; PfGluPho enzyme, NADPH resazurin-diaphorase fluorescence; actives 0.78% (n = 350,000);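 active = inhibition reaching at least a set limit at 20 µM in the primary screen, cut at about 59% in these data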;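 note: 0% = DMSO wells with substrate and 100% = DMSO wells lacking glucose-6-phosphate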
# SENP1 FRET inh – SENP1 (human) catalytic domain inhibition | AID 624204 | recombinant SENP1 catalytic domain, CyPet-SUMO1-YPet FRET cleavage | Q9P0U3 | actives 0.21% (n = 360,000) | inhibition, % at 10 µM;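 active = inhibition at least 30% at 10 µM, raw YFP signal under a set limit, fluorescence ratio 0.5 to 1.5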;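 note: 0% = enzyme with DMSO and 100% = no enzyme wells; some results filed as inactive read as strong as hits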
#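 Material: hSENP1 catalytic domain, recombinant; medium: Tris pH 8 with BME, BSA, NP40 and catalase; compound: single concentration of 10 µM compound, 0.5% DMSO final; technique: FRET read of cyan and yellow fluorescence; timing: 50 min enzyme reaction, room temperature, light-protected; reagent: SFCypet-SUMO1-SFYpet substrate at 25 nM; control set: no-enzyme low, enzyme-DMSO high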
# SENP8 block-1 – SENP8 protease inhibition; actives 1.2% (n = 330,000); inhibition, % at 10 µM; AID 2540; purified SENP8, Z-RLRGG-aminoluciferin cleavage, luminescence; in the data active = inhibition above about 50%
# Target sequence (Q96LD8 whole entry, looked up): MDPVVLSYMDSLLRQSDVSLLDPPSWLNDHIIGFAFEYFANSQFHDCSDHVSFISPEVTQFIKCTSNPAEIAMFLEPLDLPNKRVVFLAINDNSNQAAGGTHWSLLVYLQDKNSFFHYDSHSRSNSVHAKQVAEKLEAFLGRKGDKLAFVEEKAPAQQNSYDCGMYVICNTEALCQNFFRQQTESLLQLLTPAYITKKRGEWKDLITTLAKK
# Apaf1 inhib – inhibitors of human Apaf-1 apoptosome; O14727; reconstituted apoptosome caspase-3 activity, DEVD-Rh110 fluorescence; inhibition, % at 20 µM; actives 0.71% (n = 330,000); AID 489030; active = inhibition of at least 40% at 20 µM;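 note: plate controls were DMSO wells for no effect and DEVD-CHO caspase inhibitor wells for full effect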
#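 Material: reconstituted apoptosome with Apaf-1, cytochrome c, caspase-9, procaspase-3, dATP; medium: pH 7.5 Hepes buffer with CHAPS, BSA, DTT; also added: cytochrome c and DEVD-Rh110 substrate; timing: 30 min plus 50 min, RT; signal: Rh110 fluorescence intensity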
# SENP8 block-2 – blocks human SENP8 cleavage of Nedd8 substrate; Q96LD8; recombinant SENP8, Nedd8 substrate fluorescence; inhibition, % at 20 µM; actives 0.64% (n = 360,000); AID 602440; in the data active = inhibition mostly above about 40%, no sharp cut-off; inactive = mostly below about 27%
# HKDC1 inh – inhibitors of human hexokinase HKDC1; Q2TB90; recombinant HKDC1, G6PDH/diaphorase resazurin coupled fluorescence; inhibition, % at 20 µM; actives 0.16% (n = 340,000); AID 493160;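 active = inhibition above about 35% when tested at 20 µM, limit read from the data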;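 note: plate controls were DMSO wells with enzyme for no effect and DMSO wells lacking enzyme for full effect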
# Target sequence (Q2TB90 whole entry, looked up): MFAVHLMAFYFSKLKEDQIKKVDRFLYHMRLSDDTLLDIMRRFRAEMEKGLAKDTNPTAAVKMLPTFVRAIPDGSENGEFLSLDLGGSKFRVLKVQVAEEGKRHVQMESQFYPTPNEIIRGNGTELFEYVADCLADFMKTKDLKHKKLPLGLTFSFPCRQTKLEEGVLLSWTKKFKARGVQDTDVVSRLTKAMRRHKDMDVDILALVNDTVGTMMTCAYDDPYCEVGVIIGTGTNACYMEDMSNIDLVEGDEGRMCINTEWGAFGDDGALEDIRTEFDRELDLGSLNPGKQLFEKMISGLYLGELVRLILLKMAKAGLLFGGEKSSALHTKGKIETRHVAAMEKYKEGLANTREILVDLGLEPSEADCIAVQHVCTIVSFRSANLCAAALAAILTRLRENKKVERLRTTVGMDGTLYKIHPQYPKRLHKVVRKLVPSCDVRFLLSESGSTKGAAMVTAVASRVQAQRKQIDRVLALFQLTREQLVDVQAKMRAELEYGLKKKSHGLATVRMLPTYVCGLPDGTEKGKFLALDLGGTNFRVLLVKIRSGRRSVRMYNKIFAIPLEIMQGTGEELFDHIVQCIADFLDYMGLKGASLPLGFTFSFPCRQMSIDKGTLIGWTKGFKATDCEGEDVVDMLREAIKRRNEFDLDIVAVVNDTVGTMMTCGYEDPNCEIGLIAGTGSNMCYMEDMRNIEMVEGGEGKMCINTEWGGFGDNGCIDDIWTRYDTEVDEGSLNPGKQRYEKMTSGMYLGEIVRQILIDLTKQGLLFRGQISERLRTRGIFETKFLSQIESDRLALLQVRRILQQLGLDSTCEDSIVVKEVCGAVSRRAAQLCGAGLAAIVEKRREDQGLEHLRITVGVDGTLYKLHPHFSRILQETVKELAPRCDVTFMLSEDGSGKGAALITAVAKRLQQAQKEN
#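 System: Recombinant HKDC1 hexokinase | Amount: HKDC1 at 5 µg/mL | Reagent: Glucose with 1 mM ATP | Doses: Single 20 µM dose | Incubation: Reaction time 90 min, room temperature, protected from light | Signal: Coupled resazurin fluorescence, excitation 525 nm, emission 613 nm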
# SENP7 block – SENP7 protease inhibition. inhibition, % at 5 µM. AID 434973. actives 1.5% (n = 330,000). recombinant SENP7, Z-RLRGG-aminoluciferin luminescence, 40 min;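 active = inhibition above about 50% at the single test dose, limit read from the data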;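 note: plate controls were DMSO with enzyme for no effect and no enzyme buffer wells for full effect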
# Numbers without * were called inactive; i = inactive; x = not tested or not shown.
SMILES,SENP6 block,PfG6PD inh,SENP1 FRET inh,SENP8 block-1,Apaf1 inhib,SENP8 block-2,HKDC1 inh,SENP7 block
COC(=O)c1ccc(Cn2cc(Cl)cn2)cc1,-13.3,-8.0,3.5,4.3,17.4,9.5,-1.2,2.3
CCOc1ccccc1C=C1SC(=S)NC1=O,x,-19.9,4.5,x,x,20.6,3.4,x
CCSC1(SCC)N=C(N)C2(C#N)C(c3ccccc3)NC(C)=CC12C#N (stereo unspecified),-15.0,-0.3,-16.9,-9.1,8.9,-380.7,-3.4,-6.7
O=C(COC(=O)C1(c2ccccc2)CC1)NNC(=O)c1ccccc1F,3.4,10.2,1.5,2.0,-6.0,2.0,-3.0,5.5
CCNC(=S)NNC(=O)C1CCCCC1,-0.9,4.0,1.4,0.5,-6.5,10.9,0.2,-1.3
CC(=O)c1ccc(N2CCN(C(=S)Nc3cc(C)ccc3C)CC2)cc1,-0.2,7.7,1.5,-1.4,1.7,-116.9,-11.4,2.0
CC(OC(=O)CCN=C1NS(=O)(=O)c2ccccc21)C(=O)Nc1ccc(N(C)C)cc1 (stereo unspecified),-17.7,70.3*,3.1,-14.0,0.5,45.2*,4.8,8.0
CN(C)S(=O)(=O)c1ccc(C(=O)Nc2cccc(S(=O)(=O)NC3=NCCC3)c2)cc1,-32.3,10.6,-0.8,-5.8,7.5,12.5,-2.1,-4.1
CN1C(=O)c2ccccc2N(C)C1c1cccs1 (stereo unspecified),-3.3,15.1,-13.5,1.1,-3.7,i,2.0,-0.3
CNC(=O)c1[nH]cnc1C(=O)N[C@@H](C)C(=O)OCc1ccccc1,-5.4,0.7,2.4,-9.8,2.4,-4.7,-2.1,3.1
COc1cccc(C(=O)Nc2ccccc2N2CCN(C(=O)c3ccccc3)CC2)c1,-15.1,5.4,2.5,-10.9,6.1,5.9,-3.8,-20.5
C[C@H](NC(=O)C1CC(=O)N(c2ccc3c(c2)OCCO3)C1)C(=O)NC1CCCC1 (stereo partly specified),-11.0,2.4,2.7,1.6,-16.4,0.0,1.0,2.5
N#C/C(=C\Nc1ccccc1SC(F)(F)F)c1nc(-c2ccc(Cl)cc2)cs1,-10.8,-6.6,-8.2,-3.7,-4.7,6.4,-6.3,4.6
COc1ccc([C@@H]2CC=C(C(=O)O)[C@H](c3cccc(Cl)c3)N2S(=O)(=O)c2ccc(Cl)cc2)cc1,-3.9,-15.8,-2.5,-1.5,-72.8,2.0,-0.7,-5.6
C=CCN1C(=O)c2ccc(C(=O)Nc3ccccn3)cc2C1=O,0.6,-10.9,1.2,7.0,0.9,7.4,-4.1,3.4

# 3 entries from above, sorted by the number in SENP8 block-1, descending:
mol	SENP8 block-1
C=CCN1C(=O)c2ccc(C(=O)Nc3ccccn3)cc2C1=O	7.0
C[C@H](NC(=O)C1CC(=O)N(c2ccc3c(c2)OCCO3)C1)C(=O)NC1CCCC1 (stereo partly specified)	1.6
CC(OC(=O)CCN=C1NS(=O)(=O)c2ccccc21)C(=O)Nc1ccc(N(C)C)cc1 (stereo unspecified)	-14.0

# Next part
SMILES,SENP6 block,PfG6PD inh,SENP1 FRET inh,SENP8 block-1,Apaf1 inhib,SENP8 block-2,HKDC1 inh,SENP7 block
Cc1cc(C)n(CCOc2nonc2N)n1,16.7,3.7,1.7,3.5,14.1,32.2,-4.4,2.3
COC(CNC(=O)C(=O)Nc1cc2c3c(c1)CCN3C(=O)CC2)OC,-4.3,2.9,2.8,-8.8,4.7,18.4,-2.9,-14.8
O=C(Nc1ccc(S(=O)(=O)N2CCOCC2)cc1)c1ccc(Cl)cc1,-1.8,-2.3,1.6,4.3,9.1,7.3,2.4,-5.1
COc1ccc(CCNC(=O)c2cc3cccc(OC)c3oc2=O)cc1OC,21.3,2.0,0.2,9.1,-5.4,-30.0,-4.3,-0.1
COc1ccc(CNC(=O)CN2C(=O)NC(c3ccccc3)(c3ccccc3)C2=O)cc1OC,x,-0.8,-0.1,x,x,6.0,-1.9,x
CC(=O)c1ccc(S(=O)(=O)NCCC(=O)OCC(=O)NCCc2ccccc2)cc1,0.7,-6.1,-0.1,-0.7,7.5,14.8,3.0,-1.5
COc1ccccc1CNC(=O)c1ccoc1C,-8.7,-13.2,-0.3,-5.5,-1.8,0.6,7.1,-14.5
COc1ccc(C(OC(=O)c2ccco2)C(=O)NC2CCCC2)cc1 (stereo unspecified),-11.5,-5.8,2.4,5.2,1.0,19.5,-1.7,10.9
O=C(Nc1ccc2c(c1)OCO2)C1CC(c2ccc(F)cc2)=NO1 (stereo unspecified),-10.2,10.3,1.4,5.3,1.3,23.5,0.7,9.1
CCOc1ccc(C2CC(=O)n3nc(C45CC6CC(CC(C6)C4)C5)nc3S2)cc1OC (stereo unspecified),7.8,2.3,-2.0,2.7,5.7,-7.9,-1.2,10.5
Cc1cccc(OCC(O)Cn2c(NCCCOC(C)C)nc3c2c(=O)[nH]c(=O)n3C)c1 (stereo unspecified),-13.4,-8.7,5.0,3.4,-4.0,10.7,1.1,1.2
CCSCCNC(=O)c1cncc(Br)c1,-20.7,-8.6,1.8,-1.8,-7.4,21.8,-4.0,4.8
Cc1nc2ccc(NC(=O)c3cccc(S(=O)(=O)N4CCOCC4)c3)cc2s1,-4.5,19.6,-17.0,-3.2,-6.2,1.4,-3.2,-9.1
CC1CCN(C(=O)/C=C/c2ccc(C(C)(C)C)cc2)CC1,-23.0,18.4,1.7,-9.3,27.3,9.9,-10.4,-3.1
CCCOc1ccc(C2C(C(=O)c3ccc(C)o3)=C(O)C(=O)N2Cc2cccnc2)cc1 (stereo unspecified),4.9,x,x,-9.2,24.1,x,x,-2.8
Cc1cccc(NC(=O)CSCC(=O)Nc2cc(Cl)ccc2N2CCN(C)CC2)c1,-1.5,17.7,0.5,2.9,3.5,1.0,-4.4,-3.1
CC(C)Cn1cnc2c(c(-c3ccccc3)c(-c3ccccc3)n2Cc2ccco2)c1=N,-17.8,12.4,1.1,-12.9,12.9,3.0,11.9,-2.5
O=S(=O)(c1ccc(F)cc1)n1ccc(-c2cccc(OCc3ccc(Cl)cc3Cl)c2)n1,-2.0,2.0,2.3,-1.3,6.3,13.5,5.0,7.1
O=C(c1ccc(Cl)cc1)c1c[nH]c(C(=O)C(Cl)(Cl)Cl)c1,5.8,-22.6,1.5,-10.3,6.8,10.3,31.9,-5.4
COc1cc(C(=O)NCCCc2ccccc2)cc(OC)c1OC,-5.6,3.5,-0.5,-1.3,-3.3,13.8,-3.7,-13.2
Cc1cccc(CS(=O)(=O)Cc2ccc(C(=O)NC(C)c3ccccc3)o2)c1 (stereo unspecified),-2.7,-1.2,1.8,-4.8,-2.7,4.1,-0.6,2.3
Cc1ccc(/C=C/C(=O)Nc2ncc(C)s2)o1,-0.4,15.8,-19.2,-5.7,1.8,-376.2,-5.5,0.8
COC(=O)Nc1ccc2c(c1)ncn2C1CCCCC1,0.0,-13.1,0.2,1.4,-1.7,26.4,0.1,7.4
C[N+](C)(C)CC(=O)N/N=C/c1c2ccccc2cc2ccccc12,11.1,2.7,-26.1,-4.8,-1.5,-53.1,-9.5,-4.8
Cc1c(C(=O)N2CCCCC2)sc(NC(=O)C2CC2)c1C#N,-0.5,4.8,-1.7,1.4,-10.2,8.6,-8.4,2.1
Cc1nc(N2CCCCC2)c2sc(=S)n(C)c2n1,-2.6,1.1,-0.3,4.9,-0.1,13.7,-4.4,-1.8
COC(=O)Nc1[nH]ncc1[N+](=O)[O-],15.9,-14.0,0.4,2.9,5.7,7.5,-2.2,0.7
COc1cc(OC)cc(C(=O)N2CCC(n3c(C)nc4cc(F)ccc43)CC2)c1,-4.8,9.0,-4.4,-3.8,5.1,25.9,0.8,10.2
COc1cc2c(cc1OC)C(C(=O)Nc1ccccc1N1CCN(C)CC1)C1c3ccccc3CCN1C2=O (stereo unspecified),3.1,-2.2,0.8,-0.5,-15.8,17.0,0.5,7.2
Cc1cc(C)n(-c2nc(-c3ccc(Cl)c(Cl)c3)cs2)n1,-2.8,3.0,0.6,-4.6,-1.3,20.2,4.5,2.9

# Looked up above:
# Value of `COc1cc2c(cc1OC)C(C(=O)Nc1ccccc1N1CCN(C)CC1)C1c3ccccc3CCN1C2=O` (stereo unspecified) in SENP1 FRET inh: 0.8
# Value of `C[N+](C)(C)CC(=O)N/N=C/c1c2ccccc2cc2ccccc12` in SENP1 FRET inh: -26.1
# Value of `Cc1c(C(=O)N2CCCCC2)sc(NC(=O)C2CC2)c1C#N` in SENP1 FRET inh: -1.7
# Value of `COC(=O)Nc1[nH]ncc1[N+](=O)[O-]` in Apaf1 inhib: 5.7
# Value of `Cc1cccc(CS(=O)(=O)Cc2ccc(C(=O)NC(C)c3ccccc3)o2)c1` (stereo unspecified) in SENP7 block: 2.3

# PfG6PD inh: entries above that show a hit.
smiles	SENP6 block	PfG6PD inh	SENP1 FRET inh	SENP8 block-1	HKDC1 inh	SENP7 block
CC(OC(=O)CCN=C1NS(=O)(=O)c2ccccc21)C(=O)Nc1ccc(N(C)C)cc1 (stereo unspecified)	-17.7	70.3*	3.1	-14.0	4.8	8.0

# (list continues)
SMILES,SENP6 block,PfG6PD inh,SENP1 FRET inh,SENP8 block-1,Apaf1 inhib,SENP8 block-2,HKDC1 inh,SENP7 block
Cc1ccc2sc(N3CCN(C(=O)C4=COCCO4)CC3)nc2c1C,-8.1,-10.5,-0.6,-1.0,10.2,-0.5,-4.3,-3.5
Cc1cc(C)nc(-n2nc(C)cc2NC(=O)CN2CCCC2)n1,-10.9,9.4,0.5,-4.1,-16.3,24.5,-4.8,-2.9
CC(=O)Nc1ccc(NC(=O)C(C)OC(=O)C2(c3ccc(F)cc3)CCCC2)cc1 (stereo unspecified),-12.5,9.6,2.1,0.0,-5.7,-1.9,-2.4,-2.7
CCN1C(=O)/C(=C\N2CCN(c3ccccc3)CC2)SC1=S,-2.6,8.9,3.8,0.9,14.5,28.8,-6.9,1.5
CC(C)(CO)CNC(=O)c1ccc(OC2CCN(C(=O)C3CC3)CC2)cc1,-1.5,-7.1,1.2,-12.1,-1.2,7.0,-1.1,-3.5
COC(=O)CSc1ccc2nnc(-c3ccc(F)cc3)n2n1,-2.9,-8.4,-1.1,4.5,5.2,-246.8,-4.2,-6.0
CC(=O)c1ccc(OCc2cn(CC(=O)c3ccc(O)cc3)nn2)cc1,x,3.9,-2.4,x,x,18.7,21.2,x
CCOc1ccccc1NC(=O)CCCCCN1C(=O)[C@@H]2Cc3ccccc3CN2C1=O,2.9,0.2,-0.9,-8.8,3.6,7.8,4.0,-3.1
O=C(NNc1nc(-c2ccccc2)cs1)c1cccs1,13.7,-3.2,1.7,4.8,0.8,15.5,-3.3,-9.7
COc1ccc(NS(=O)(=O)c2cccc(NC(=O)C34CCC(CC3)C4)c2)cc1,-7.4,11.0,2.6,-1.9,-3.0,13.2,-6.6,-3.4
O=c1c(N2CCOCC2)nsnc1N1CCOCC1,3.5,16.0,1.5,-6.2,0.8,49.3*,7.7,1.5
COc1cc(/C=N/NC2=NS(=O)(=O)c3ccccc32)ccc1OC(C)=O,-0.7,-31.8,15.7,-3.4,3.1,5.8,-2.5,-4.1
C/C(=N\Nc1cc(C)nc(-c2ccccc2O)n1)c1ccccc1O,-6.2,27.4,-0.2,-8.4,-18.2,-34.5,-6.9,-2.2
CCOc1ccc(S(=O)(=O)NCc2ccc3c(c2)OCO3)cc1C,-0.2,10.5,0.2,-7.5,8.7,9.8,1.2,3.8
CN(C)c1ccc(NC(=O)COC(=O)CCC(=O)c2ccc(F)cc2)cc1,-2.1,8.5,9.4,-5.2,0.0,16.6,-5.4,4.2
